KDM5B inh – blocks human KDM5B histone demethylase activity. 2.6% of 220,000 active. Potency, µM (series often up to 57.7 µM), for the others: at the highest dose activity change, negative = inhibition, actives largely listed as inhibitors. Q9UGL1. AID 1347165. KDM5B demethylase, FDH-coupled NADH fluorescence (FDH is formaldehyde dehydrogenase); active = well fitted inhibition curve with a large enough effect; inconclusive = small, poorly fitted or top-dose-only effect; inactive = no such curve, though single readings can be large or run the other way; note: 0% is about no effect; nearly all actives have a fitted effect of over 70% in size
Target sequence (Q9UGL1 whole entry, looked up): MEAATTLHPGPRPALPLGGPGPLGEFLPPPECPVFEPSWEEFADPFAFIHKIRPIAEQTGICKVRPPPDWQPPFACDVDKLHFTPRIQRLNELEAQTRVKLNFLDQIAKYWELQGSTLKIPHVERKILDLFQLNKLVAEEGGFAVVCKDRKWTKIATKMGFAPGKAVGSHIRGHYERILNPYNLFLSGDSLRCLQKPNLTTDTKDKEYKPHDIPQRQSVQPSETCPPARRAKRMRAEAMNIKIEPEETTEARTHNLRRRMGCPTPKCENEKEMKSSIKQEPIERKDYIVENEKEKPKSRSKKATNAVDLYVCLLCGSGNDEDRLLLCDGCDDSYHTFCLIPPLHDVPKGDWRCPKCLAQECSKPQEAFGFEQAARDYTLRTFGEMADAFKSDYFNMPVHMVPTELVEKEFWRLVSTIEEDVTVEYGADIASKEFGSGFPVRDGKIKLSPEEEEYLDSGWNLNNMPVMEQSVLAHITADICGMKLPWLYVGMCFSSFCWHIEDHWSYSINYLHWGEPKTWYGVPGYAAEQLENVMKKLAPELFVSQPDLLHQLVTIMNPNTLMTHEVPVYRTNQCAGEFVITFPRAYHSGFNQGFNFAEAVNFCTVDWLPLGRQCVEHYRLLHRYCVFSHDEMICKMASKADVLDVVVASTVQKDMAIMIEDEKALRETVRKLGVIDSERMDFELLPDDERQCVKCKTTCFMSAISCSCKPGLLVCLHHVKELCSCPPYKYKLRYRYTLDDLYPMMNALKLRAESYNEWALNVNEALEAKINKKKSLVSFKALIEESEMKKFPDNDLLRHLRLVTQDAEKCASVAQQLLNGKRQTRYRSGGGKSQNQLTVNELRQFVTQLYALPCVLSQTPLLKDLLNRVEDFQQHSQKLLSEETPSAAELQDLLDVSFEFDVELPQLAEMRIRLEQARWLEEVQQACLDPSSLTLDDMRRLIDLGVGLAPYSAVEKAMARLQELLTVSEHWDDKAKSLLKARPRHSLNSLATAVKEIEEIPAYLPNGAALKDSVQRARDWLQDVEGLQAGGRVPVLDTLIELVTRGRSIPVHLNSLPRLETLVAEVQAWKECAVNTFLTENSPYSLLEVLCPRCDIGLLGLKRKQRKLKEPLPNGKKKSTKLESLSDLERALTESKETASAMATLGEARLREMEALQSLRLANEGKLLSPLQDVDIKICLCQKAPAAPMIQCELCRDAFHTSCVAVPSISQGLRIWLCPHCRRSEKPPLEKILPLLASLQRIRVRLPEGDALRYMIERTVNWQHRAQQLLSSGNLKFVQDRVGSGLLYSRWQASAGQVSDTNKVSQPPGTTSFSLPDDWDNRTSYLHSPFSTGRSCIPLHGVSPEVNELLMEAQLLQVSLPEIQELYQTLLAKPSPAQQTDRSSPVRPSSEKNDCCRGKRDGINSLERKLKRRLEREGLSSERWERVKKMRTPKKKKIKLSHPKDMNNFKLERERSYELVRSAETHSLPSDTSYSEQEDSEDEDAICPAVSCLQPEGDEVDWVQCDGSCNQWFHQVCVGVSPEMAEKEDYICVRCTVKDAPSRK
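KDM5BΔAP (200 nM final) in 50 mM HEPES pH 7.5, 0.01% Tween-20 was preincubated 10 min at RT with compound over a concentration range. Substrate mix (H3K4me3 12.5 µM, α-KG 25 µM, Fe²⁺, ascorbate, NAD⁺, FDH) was added, and NADH fluorescence change over 30 min gave dose-response curves.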
Starred values were filed as active, the others as inactive; u = inconclusive; [ ] = another dose, or the depositor's remark. Potency is the fitted concentration of half-maximal effect. Some of the compounds tested (hit frequency here may not be typical).

KDM5B inh | compound
-25.3% | CCOc1cccc(C(=O)Nc2ccc3oc(-c4ccc(C(C)(C)C)cc4)nc3c2)c1
-14.9% | O=S(=O)(c1ccccc1)c1nnn2c1nc(NCc1ccccc1)c1cc(Cl)ccc12
u | COCC(=O)N1CCN(c2oc(-c3cccc(C)c3)nc2S(=O)(=O)c2ccc(F)cc2)CC1
19.0% | O=C(Nc1sc2c(c1C(=O)NCc1ccccc1)CCCC2)c1cc(=O)c2cc(Cl)ccc2o1
u | CCc1ccccc1Nc1cc(C(=O)NCCc2ccccc2)c2ccccc2n1
13.9% | N#Cc1ccccc1OCC(=O)OCC(=O)NC1CCCC1
-10.1% | COc1ccc(CN(Cc2ccco2)C(=O)COc2ccccc2Cl)cc1
-13.0% | CC(C)c1noc(Cn2nc(-c3ccccc3)c3ccccc3c2=O)n1
-64.9% | CCN1CCOC(=O)C1CC(=O)Nc1ccc(Br)cc1 (stereo unspecified)
22.8% | COc1ccc(N2CC(C(=O)OCC(=O)Nc3ccccc3C)CC2=O)cc1 (stereo unspecified)
u | COc1ccccc1-n1[nH]c(C)c(Cc2ccccc2Cl)c1=O
22.3% | O=C(Cc1ccc(F)cc1)Nc1ccccc1C(F)(F)F
-6.7%[86.2 µM] | COc1ccc(CC(=O)N[C@H]2[C@H](O)[C@H](O)C[C@@H]2c2cccnc2)cc1
16.1% | Cc1nc(C)c(-c2ccc(SCC(=O)Nc3cccc(Cl)c3)nn2)s1
-14.9% | CCc1ccc(-n2ccc3nc(N4CCc5ccccc5C4)ncc3c2=O)cc1
u | Cc1ccc(NC(=O)c2c(NC(=O)c3ccccc3)sc3c2CCC3)cc1
17.4% | Cc1oc2cc(OCC(=O)N3CCCC(C(=O)O)C3)ccc2c(=O)c1-c1ccc(Cl)cc1 (stereo unspecified)
-27.2% | COc1ccc(-c2noc([C@@H]3CCCN3C(=O)c3cccc(Cl)c3)n2)cc1
10.1% | CC(C(=O)Nc1ccc(C(F)(F)F)cc1)N(C)C (stereo unspecified)
u | Cc1ccccc1-c1nc2cc3c(cc2cc1CN1CCC[C@H]1CO)OCO3
29.1% | O=C(NCc1cccs1)C1CC(O)CN1C(=O)Nc1ccccc1 (stereo unspecified)
1.6%[11.5 µM] | Cc1cccc(OCC(=O)Nc2ccc(S(=O)(=O)N(Cc3ccccc3)c3ccccc3)cc2)c1
7.0% | O=C(OCc1nnnn1-c1ccccc1)C1(c2ccccc2)CCCC1
16.2% | CC(=O)c1ccc(NC(=O)C2CCN(S(=O)(=O)c3ccc4c(c3)CCCN4C(=O)C3CCC3)CC2)cc1
13.5% | CC(=O)N1CCC(C(=O)NCCC2=CCCCC2)CC1

The list continues.
KDM5B inh | compound
28.2µM* | Cn1cc(CN2CCCC23CCN(c2ccc(C(F)(F)F)cn2)CC3)cc1C#N
15.0% | CCCCNC(=O)C1c2ccccc2C(=O)N(Cc2ccccc2)C12CCCC2 (stereo unspecified)
14.1% | O=c1c2ccccc2c(-c2ccccc2)nn1-c1cc(Cl)cc(Cl)c1
-29.4% | COc1ccc(CNC(=O)Cc2c(C)c3c(cc(C)c4c(C)coc43)oc2=O)cc1OC
-20.0% | O=C(CN1C(=O)COc2ccc(S(=O)(=O)N3CCCCCC3)cc21)N1CCN(c2cccc(C(F)(F)F)c2)CC1
-3.5%[86.2 µM] | CN(C)C(=O)N1CCc2nc(C3CC3)nc(-c3ccc(Cl)cc3)c2C1
23.7% | C/C(=N/Nc1ccccc1C(F)(F)F)c1ccc(Cl)cc1Cl
9.9% | Cc1ccc(C)c(NC(=O)C(Sc2ccc(S(=O)(=O)N3CCCC3)cn2)c2ccccc2)c1 (stereo unspecified)
28.4% | CC(C)CCc1noc(CN2CCN(CC(=O)NC(C)C)CC2)n1
-21.3% | CS(=O)(=O)Oc1ccc2c(=O)c(-c3ccc(Cl)cc3)c(C(F)(F)F)oc2c1
-15.2% | Cc1ccc(S(=O)(=O)c2nc(-c3ccco3)oc2SCc2ccccc2Cl)cc1
4.3% | Cc1ccc(S(=O)(=O)N2CCC(n3c(C)nc4cccnc43)CC2)c(C)c1
14.6% | COC(=O)c1ccc2nc(CO[C@H]3CN(Cc4cn(C)c5ccccc45)C[C@H]3F)[nH]c2c1
89.1µM* | CC(C)NC(=O)c1cc(-c2ccc(S(C)(=O)=O)cc2)c2cnn(C)c2n1
u | COCc1cc(=O)[nH]c(-c2csc(C)n2)n1
-14.9% | N#Cc1ccc(CN2CCC3(CC2)CN[S+](=O)([O-])c2ccccc2N3)cc1
23.4% | Cc1cccc(C2(C(=O)C(C#N)C(=O)Nc3ccccc3F)CC2)c1 (stereo unspecified)
-4.8% | O/N=C/c1cccc(OCc2ccc(F)cc2)c1
47.8%[activator] | Cc1cc(C)nc(Nc2n[nH]c(-c3ccccc3N)n2)n1
-0.1% | COc1ccc2[nH]c(=O)c(COC(=O)c3ccccc3F)cc2c1
17.6% | CCOc1ccc(C(=O)N2CCC3(CC2)NC(=O)N(Cc2ccc(F)cc2)C3=O)cc1
-11.5% | Cc1ccc(NC(=O)c2nc(S(C)(=O)=O)ncc2N(Cc2ccccc2)Cc2ccco2)c(C)c1
9.4% | O=C(CCn1ccn2nc3c(c2c1=O)CCCC3)Nc1ccccc1Br
u | COC(=O)c1ccc2c(c1)nc1n2[C@@H](CNCc2ccc(S(C)(=O)=O)cc2)COC1
u | O=C(NCC1(COc2ccc(C(F)(F)F)cn2)C[C@@H](O)[C@@H](O)C1)C1CC1 (stereo partly specified)

Additional structures follow.
KDM5B inh | compound
19.2% | Cc1cc(=O)n(CC(=O)N2CCCCC2C)c(-c2ccccc2)n1 (stereo unspecified)
32.3% | COc1ccc(C(C(=O)NC(C)(C)C)N(C(=O)CCC(=O)Nc2cc(C)on2)c2cccc(F)c2)cc1 (stereo unspecified)
-3.6% | CCOC(=O)C1=C(N)Oc2c(oc(CO)cc2=O)C1c1ccccc1F (stereo unspecified)
-1.4% | O=C(c1ccncc1)N(Cc1cccs1)C1CC1
3.3% | CCNC(=O)C(C)NC(=O)c1ccc(OC)c(S(=O)(=O)N(C)C)c1 (stereo unspecified)
24.3% | CC(C)C(=O)Nc1ccc(NC(=O)C(Cl)(Cl)Cl)cc1
-6.6% | O=C1CCCN1CCCN1C(=O)[C@H]2CN(Cc3ccccc3C(F)(F)F)C[C@H]2C1=O
-3.7% | CCN(CC)C(CNC(=O)/C=C/c1cccs1)c1ccccc1 (stereo unspecified)
-2.4% | COc1cc2c(cc1C(=O)N1CCC3(CC1)c1nc[nH]c1CCN3C)CCC2
-5.5% | Cc1cc(C(=O)N2CCCC(Cc3nc(C4CCOCC4)no3)C2)nn1C (stereo unspecified)
1.1% | CCOc1ccc(CCN2C(=O)C3(CCOCC3)CC2c2nnnn2CCOC)cc1 (stereo unspecified)
u | CCN1CCN(CCNC(=O)CCC[C@H]2NC[C@@H]3C[C@H]2CN(Cc2ccccc2)C3)CC1
-8.9% | CC(C)CCNC(=O)c1c[nH]c2ccc(S(=O)(=O)Nc3cccc(C(F)(F)F)c3)cc2c1=O
3.8% | Cc1nc(C)n(CC(C)C(=O)N2CCN(S(=O)(=O)c3ccc(Cl)cc3)CC2)n1 (stereo unspecified)
-7.5% | COc1ccc2c(CNCc3ccco3)c(C(=O)O)n(Cc3cccc(F)c3)c2c1
4.8% | O=C(CCc1nc(CS(=O)(=O)c2ccc(F)cc2)no1)NCCc1ccccc1Cl
-5.8% | Cc1ccc(C)c(N2CCN(C(=O)CCS(=O)(=O)c3cc4c5c(c3)CCN5C(=O)CC4)CC2)c1
10.3% | O=[N+]([O-])c1cc(S(=O)(=O)NCCN2CCOCC2)ccc1Cl
13.4% | CCCCCC(=O)N1c2ccccc2C(C)(c2ccccc2)CC1(C)C (stereo unspecified)
2.7%[86.2 µM] | COc1cccc(NC(=O)C2=NO[C@@H]3CN(Cc4ccc(F)cc4)C[C@H]23)c1
2.2% | CS(=O)(=O)N1CCCC(c2nc3ccccc3o2)C1 (stereo unspecified)
9.9%[86.2 µM] | CCCCN1C(=O)[C@@H]2C[C@@H](O)CN2C2(CN(Cc3ccc(NC(C)=O)cc3)C2)C1=O
5.7% | O=C(N[C@@H]1CCC[C@@H]1C(=O)NCCc1cccs1)c1ccncc1
-10.8% | COCCc1nncn1C1CCN(S(=O)(=O)c2ccc(F)c(Cl)c2)CC1
15.0% | CC(C)c1nnc(NC(=O)c2cc(=O)c3cc(Cl)cc(Cl)c3o2)s1

The last 5 entries of the part before come first, to join the parts.
KDM5B inh | compound
2.2% | CS(=O)(=O)N1CCCC(c2nc3ccccc3o2)C1 (stereo unspecified)
9.9%[86.2 µM] | CCCCN1C(=O)[C@@H]2C[C@@H](O)CN2C2(CN(Cc3ccc(NC(C)=O)cc3)C2)C1=O
5.7% | O=C(N[C@@H]1CCC[C@@H]1C(=O)NCCc1cccs1)c1ccncc1
-10.8% | COCCc1nncn1C1CCN(S(=O)(=O)c2ccc(F)c(Cl)c2)CC1
15.0% | CC(C)c1nnc(NC(=O)c2cc(=O)c3cc(Cl)cc(Cl)c3o2)s1
10.5% | CCCOc1ccc(N2C(=O)CC(N(CCCO)C(=O)CC)C2=O)cc1 (stereo unspecified)
14.6%[86.2 µM] | COc1cccc(CN2CCOC3CCN(Cc4ccc(F)cc4F)CC3C2=O)c1 (stereo unspecified)
0.9% | COc1ccc(C(=O)N2C[C@@H]3CCCN4CCC[C@@H]([C@H]34)[C@H]2CCCC(=O)NCc2ccccc2)cc1
-9.8% | COc1ccc(C(=O)Nc2ccc([C@@H](O)[C@H]3COCC(=O)N3Cc3ccccc3F)cc2)cc1
9.9% | Cc1c(C(=O)N(C)C)sc2c1c(=O)n(-c1ccccc1C(F)(F)F)c(=O)n2Cc1cccc(F)c1
31.2% | c1cnc(N2CCCCC2)c(CNCC2CNc3ccnn3C2)c1 (stereo unspecified)
19.8% | CCc1nc2ccccc2c(=O)n1/N=C/c1ccc(OC)cc1
-43.7% | Cc1cc(C)c(S(=O)(=O)N2CCC(N3CCN(Cc4ccccc4)C(=O)C3=O)CC2)c(C)c1
-7.3%[86.2 µM] | Fc1ccc(CNC2(Cc3cc(-c4ccccc4)on3)COC2)cc1
-8.0% | O=S(=O)(c1ccc2c(c1)OCCO2)c1nc(-c2ccco2)oc1NCCCN1CCOCC1
-8.7% | Cc1cccc(-n2nnnc2SCC(=O)NCC2(N3CCOCC3)CCCCC2)c1C
3.4% | CCOc1cc2c(cc1OCC)C(c1ccc(OC)cc1)N(c1ccc(C(=O)OC)cc1)C(=O)C2 (stereo unspecified)
31.6µM* | Cc1ccc(CC(=O)NC2CCN(c3nnc4cccc(C)n34)CC2)cc1
20.8% | COCCNC(=O)CCc1c(C)nn(-c2ccc(OC)cc2)c1Oc1ccccc1F
-3.6% | CCCS(=O)(=O)N1CCC2(CCCCO2)CC1
u | Cc1c(CN(C)C(=O)CC2C(=O)NCCN2CC(C)(C)C)[nH]c2ccccc12 (stereo unspecified)
33.0%[activator][86.2 µM] | CC1(C)[C@H]2CC[C@@H](CNC(=O)c3cccnc3)[C@@H]1C2
u | COc1ccc(-c2ccc3c(n2)CN(CCOc2ccccc2)C(=O)CO3)cc1F
-6.6%[86.2 µM] | COc1ccccc1C(=O)N1CCCn2nc(C)c(-c3ccnn3C(C)C)c21
-20.8% | O[C@@H]1C[C@@H](c2nnc3n2CCN(Cc2ccc(F)c(F)c2)C3)N(Cc2cccnc2)C1
28.2µM* | Cn1ccc(NC(=O)c2cc(-c3ccccc3F)cc3c2OCCN3Cc2cccnc2)n1
-20.1% | Cc1ccc(C)c(N2CCN(Cc3csc(C)c3C)CC2)c1
-6.5% | Fc1ccc(-c2csc(/C=C/c3cccc(OCc4ccccc4)c3)n2)cc1
u | CN1[C@@H](CCC(=O)NCc2cccnc2)CNC(=O)[C@@H]2[C@H]1CCN2Cc1ccc(F)cc1
-10.0%[86.2 µM] | CN(Cc1ccccc1)Cc1ccc(-c2ccccc2)cc1

Another view of two compounds above:
COc1ccc(C(=O)N2C[C@@H]3CCCN4CCC[C@@H]([C@H]34)[C@H]2CCCC(=O)NCc2ccccc2)cc1
  KDM5B inh: 0.9%
COc1ccc(C(=O)Nc2ccc([C@@H](O)[C@H]3COCC(=O)N3Cc3ccccc3F)cc2)cc1
  KDM5B inh: -9.8%

The list continues.
KDM5B inh | compound
9.9% | Cc1ccc(N(C(=O)c2cccs2)C2C=CS(=O)(=O)C2)cc1C (stereo unspecified)
u | CCn1cc(CN(C)C(=O)CCC[C@H]2NC[C@@H]3C[C@H]2CN(Cc2ccccc2)C3)c(C)n1
-6.5% | COc1ccc(C2=NC(c3ccncc3)=Nc3ccc(OC)cc3N2)cc1
-10.8% | Cc1ccn2c(C(=O)NCc3cccnc3N3CCN(C)CC3)c(C)nc2c1
-25.3% | O=c1c2ccccc2n(Cc2ccccc2F)c(=O)n1-c1cccc(F)c1
-9.6%[86.2 µM] | CC(C)C1=NOC2(CCN(Cc3cccc(C(F)(F)F)c3)CC2)C1
u | CCOCCCNc1oc(/C=C/c2ccc(OC)c(OC)c2)nc1C#N
u | COc1ccccc1-c1ccnc(N[C@H]2CO[C@H]3[C@@H]2OC[C@@H]3NS(=O)(=O)c2cccs2)n1
21.2% | COc1ccc(N2CCN(C(=O)CN3C(=O)C(c4ccccc4)=NC3(C)C)CC2)cc1
u | C=CCCC(=O)N1CCOc2c(O)cc(-c3nc4ccccc4s3)cc2C1
-2.7% | COc1ccc(C(O)c2cc3c(cc2NC(=O)c2ccc(Cl)cc2)OCCO3)cc1 (stereo unspecified)
-9.7% | Cc1ccn(CCCNc2cc(C(C)C)ncn2)n1
31.6µM* | Cc1ccc(C#N)c(N2CCCC(c3n[nH]c(=O)n3-c3ccccc3)C2)n1 (stereo unspecified)
u | COCCn1cc2c3c(cccc31)CN(C(=O)Cc1ccccc1C)CC2
3.0% | CCOc1ccc(NC(=O)c2nc(SCC)ncc2Cl)cc1

Assay outcomes (PubChem BioAssay)
